Compound activity (PubChem)
HTR2A ag – activates the mouse 5-HT2A serotonin receptor; P35363; CHO-K1 mHTR2A beta-arrestin complementation, luminescence; percent of 30 µM serotonin response; activation, % at 7.6 µM; 360,000 tested, 0.66% active;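 active = activation above a run cutoff, the mean activation of all tested compounds plus 3 SD, cut at about 14% in these data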;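 also: 0% = plate median of compound wells and 100% = 30 µM serotonin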
Target sequence (P35363 whole entry, looked up): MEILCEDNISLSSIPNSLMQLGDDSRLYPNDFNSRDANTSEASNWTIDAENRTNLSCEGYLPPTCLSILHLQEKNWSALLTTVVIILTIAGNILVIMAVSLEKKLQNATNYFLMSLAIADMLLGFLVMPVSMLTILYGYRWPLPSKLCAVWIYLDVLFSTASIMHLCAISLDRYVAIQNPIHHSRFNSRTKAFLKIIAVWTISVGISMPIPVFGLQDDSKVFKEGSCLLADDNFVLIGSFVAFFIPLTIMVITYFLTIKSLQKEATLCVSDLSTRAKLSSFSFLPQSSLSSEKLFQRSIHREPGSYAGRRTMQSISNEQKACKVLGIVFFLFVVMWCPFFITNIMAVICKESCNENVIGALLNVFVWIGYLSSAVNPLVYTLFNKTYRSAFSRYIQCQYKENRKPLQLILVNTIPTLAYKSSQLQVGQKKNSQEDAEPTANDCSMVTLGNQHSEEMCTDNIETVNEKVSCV
hiPSC survival – hiPSC single-cell survival enhancement. ATPlite luminescence; 100% = ROCK inhibitor wells, 0% = DMSO. survival enhancement, % at 20 µM. 360,000 tested, 0.044% active; in the data active = survival enhancement above about 18%;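 also: cells exposed to compounds for 16 hours before the ATP read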
Vif imaging – HIV Vif inhibition; HEK293T cells, Vif self-association by quenched fluorescence, imaging, 24 h; inhibition, % at 7.49 µM; 340,000 tested, 0.35% active; in the data active = inhibition above about 50%, passing the limit was not always enough; inconclusive = no clear call, values can overlap the other calls; inactive = below about 31%; also: some results filed as inactive read as strong as hits
aDG glyco act – increases alpha dystroglycan glycosylation | Pro5-aDG cells, alpha-DG glycosylation AlphaScreen (IIH6); 0% Pro5, 100% B10-LARGE cell signal | activation, % at 10 µM | 360,000 tested, 0.22% active;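 active = activation of at least 8% versus controls, or a plate z-score of at least 8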;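 also: Pro5 are CHO cells carrying HIG-tagged alpha-DG that lacks glycosylation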
ABCB6 inh MLPCN – inhibitors of human ABC transporter ABCB6. 360,000 tested, 0.19% active. Q9NP58. K562-ABCB6 porphyrin accumulation, flow cytometry, 1 h; stronger effect = lower value. fluorescence ratio to DMSO, % at 10 µM;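 active = fluorescence ratio to DMSO below 75%, the collection mean minus 3 SD; inconclusive = too few cells collected in the well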;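 also: signal is porphyrin accumulated inside mitochondria; 100% equals median channel fluorescence of DMSO control wells; lower ratio means ABCB6 inhibition with less porphyrin fluorescence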
Exocytosis inh – blocks lytic granule exocytosis | TALL-104 LAMP-1 surface exposure, flow cytometry; cells stimulated with thapsigargin and PMA | inhibition, % at 10 µM | 360,000 tested, 0.66% active;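 active = inhibition above about 55%, limit read from the data; inconclusive = no clear call, values can overlap the other calls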
CaV13 FRET inh – Primary screen for inhibitors of IQ motif and Ca2+-dependent inactivation inhibitor domain binding in CACNA1D, Förster resonance energy transfer in living cells, … | HEK cells, CFP/YFP FRET ICDI-IQ, plate reader, 10 min; percent FRET-ratio fall versus neutral wells | inhibition, % at 12.3 µM | 340,000 tested, 0.098% active | AID 743397;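 active = mean replicate inhibition of at least 30% and at least 1% of replicates passing that level; inconclusive = only one of the two criteria is met; inactive = neither criterion is met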;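 also: 0% = median of the neutral control wells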
N-glyco inh – blocks N-linked glycosylation in D54 reporter cells; D54 ERlucT glycosylation luciferase reporter, 24 h; percent of 100 nM tunicamycin response; reporter increase, % at 12.5 µM; 360,000 tested, 0.23% active; AID 588692;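 active = mean luciferase reporter signal, scaled so untreated is 0 and the glycosylation-blocking control 100, at or above a set limit in every replicate; inconclusive = mean reaches the limit but not every replicate does; inactive = mean below the limit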;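 also: luciferase carries N-glycosylation sites so blocking glycosylation raises the light; 0% = median of neutral control wells and 100% = median of 100 nM tunicamycin wells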
Cardio protect – myocardial damage modulation in H9c2 cells; H9c2 cardiomyocytes, H2O2 injury protection, ATPLite, 2 h; protection from H2O2 cell death, % at 20 µM; 360,000 tested, 0.63% active; AID 588492;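 active = compounds giving at least 50% protection of heart cells from peroxide-induced death in the single-dose screen, raw or plate-pattern-corrected value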;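 also: 0% = DMSO wells with peroxide and 100% = DMSO wells without peroxide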
PDI inh – inhibitors of human protein disulfide isomerase; AID 588391; PDI insulin aggregation turbidity, A650, 90 min; inhibition, % at 10 µM; 350,000 tested, 0.052% active; P07237;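 active = mean inhibition across replicates of 30% or more, whatever share of single replicates reach that level; inconclusive = mean inhibition below 30% while every single replicate reaches 30%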;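 also: absorbance from insulin aggregation driven by PDI reduction with DTT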
Target sequence (P07237 whole entry, looked up): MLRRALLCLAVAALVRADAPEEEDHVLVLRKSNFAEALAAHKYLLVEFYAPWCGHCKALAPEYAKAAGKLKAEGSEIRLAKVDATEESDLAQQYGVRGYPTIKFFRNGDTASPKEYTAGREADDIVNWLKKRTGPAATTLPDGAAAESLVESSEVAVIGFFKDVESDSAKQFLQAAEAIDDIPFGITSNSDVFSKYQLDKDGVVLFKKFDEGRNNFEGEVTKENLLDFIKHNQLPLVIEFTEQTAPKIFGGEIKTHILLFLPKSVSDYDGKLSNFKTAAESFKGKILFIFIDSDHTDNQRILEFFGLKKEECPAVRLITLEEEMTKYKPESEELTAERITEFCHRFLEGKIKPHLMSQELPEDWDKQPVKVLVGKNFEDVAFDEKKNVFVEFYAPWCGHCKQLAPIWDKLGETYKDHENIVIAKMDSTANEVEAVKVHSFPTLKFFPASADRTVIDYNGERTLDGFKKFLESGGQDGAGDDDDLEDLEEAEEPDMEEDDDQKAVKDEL
Starred values were filed as active, the others as inactive; u = inconclusive; x = no result given.

Sample of the layout (2 entries):
SMILES	HTR2A ag	hiPSC survival	Vif imaging	aDG glyco act	ABCB6 inh MLPCN	Exocytosis inh	CaV13 FRET inh	N-glyco inh	Cardio protect	PDI inh
Cc1ccc(C(=O)N2C(=S)C(c3ccc(F)cc3)=NC23CCN(C)CC3)cc1	-4	-0.7	3	2.2	103	3	-3	13	-14	3
C=CCNC(=O)C(=O)Nc1cc2c3c(c1)CCC(=O)N3CCC2	9	-0.5	12	-0.4	96	0	-3	5	6	-4

The list itself (from the top)
SMILES	HTR2A ag	hiPSC survival	Vif imaging	aDG glyco act	ABCB6 inh MLPCN	Exocytosis inh	CaV13 FRET inh	N-glyco inh	Cardio protect	PDI inh
Cc1ccc(C(=O)N2C(=S)C(c3ccc(F)cc3)=NC23CCN(C)CC3)cc1	-4	-0.7	3	2.2	103	3	-3	13	-14	3
C=CCNC(=O)C(=O)Nc1cc2c3c(c1)CCC(=O)N3CCC2	9	-0.5	12	-0.4	96	0	-3	5	6	-4
COC(=O)c1ccsc1NC(=O)CN1C(=O)CCC1=O	-2	0.5	9	-0.1	95	1	-7	0	7	-12
COc1ccccc1CNC(=O)CSc1nc(N)c(C#N)c(-c2cccs2)c1C#N	-3	0.9	-9	0.0	88	2	-1	1	-9	1
Cc1c(Cl)c([N+](=O)[O-])nn1CC(=O)NCCCN1CCOCC1	0	-0.1	24	-0.2	99	2	-4	2	0	-3
Brc1ccccc1C1N=C(c2ccccc2)NO1 (stereo not given)	-2	-0.3	-8	0.1	96	-4	-8	-5	-7	-6
CN(C)S(=O)(=O)c1cccc(NC(=S)NCc2ccco2)c1	-2	-0.4	-2	-0.3	90	-3	-4	-1	-8	13
O=C1CSc2ccc(S(=O)(=O)NCc3ccc(F)cc3)cc2N1	1	0.0	-9	0.3	95	-6	-2	0	-4	-2
CC(CN1CCOCC1)(NS(=O)(=O)c1ccccc1)c1ccccc1 (stereo not given)	2	-1.1	-3	0.0	94	-2	-6	2	1	0
Cc1onc(-c2ccccc2Cl)c1C(=O)N1CCOC12CCN(c1cccc(F)n1)CC2	-1	0.4	-1	0.1	98	-2	-5	1	-1	-3
COc1ccc(S(=O)(=O)n2nc(-c3ccc(Cl)cc3)cc2N)cc1	-5	-0.4	-4	0.1	97	48	3	7	-11	1
CCO[C@H]1OC(C(=O)NCc2nc3ccccc3[nH]2)=C[C@@H](C2CCCCC2)[C@@H]1CCCO	-6	0.1	-4	0.4	97	0	-10	1	4	0
COc1ccccc1C(=O)N(Cc1nc(-c2ccc(Cl)cc2)no1)C(C)C	-7	-0.7	-3	-0.2	98	-3	-4	-3	-18	x
CCS(=O)(=O)N1Cc2ccccc2CC1C(=O)Nc1ccc(F)cc1 (stereo not given)	-1	-0.2	13	0.2	100	2	-16	-2	1	12
O=C1CCCN1C(=O)CSc1ncnc2sccc12	2	-0.3	x	-0.1	95	4	-5	2	-1	7
O=C(NCCCN1CCCC1=O)C1CCN(S(=O)(=O)c2cc(C(F)(F)F)ccc2Cl)CC1	3	2.4	4	0.2	87	90*	-6	1	-1	6
CC1Cc2ccccc2N1S(=O)(=O)c1cccc(C(=O)NCC(c2ccco2)N2CCCC2)c1 (stereo not given)	-9	-0.3	-14	0.1	96	0	-6	-5	-2	-3
O=C(O)C1CCCCC1C(=O)N1CCCC1 (stereo not given)	0	0.9	7	-0.4	96	0	-4	2	2	-4
O=C(NC(NC(=S)N1CCOCC1)C(Cl)(Cl)Cl)c1cccc2ccccc12 (stereo not given)	1	-2.1	9	-0.2	94	-1	-3	4	-10	-1
CCc1cc2c(=O)n(Cc3ccccc3)c(SC3CCOC3=O)nc2s1 (stereo not given)	5	0.6	-3	0.0	95	2	2	3	2	2

Printed as active in Exocytosis inh (from the list above):
| structure | HTR2A ag | Vif imaging | aDG glyco act | ABCB6 inh MLPCN | Exocytosis inh | CaV13 FRET inh | N-glyco inh | PDI inh |
| --- | --- | --- | --- | --- | --- | --- | --- | --- |
| O=C(NCCCN1CCCC1=O)C1CCN(S(=O)(=O)c2cc(C(F)(F)F)ccc2Cl)CC1 | 3 | 4 | 0.2 | 87 | 90* | -6 | 1 | 6 |

Profiles, looked up by structure. Values in the order: HTR2A ag | hiPSC survival | Vif imaging | aDG glyco act | ABCB6 inh MLPCN | Exocytosis inh | CaV13 FRET inh | N-glyco inh | Cardio protect | PDI inh
CN(C)S(=O)(=O)c1cccc(NC(=S)NCc2ccco2)c1 is listed with -2 | -0.4 | -2 | -0.3 | 90 | -3 | -4 | -1 | -8 | 13
O=C1CSc2ccc(S(=O)(=O)NCc3ccc(F)cc3)cc2N1 is listed with 1 | 0.0 | -9 | 0.3 | 95 | -6 | -2 | 0 | -4 | -2
O=C(NC(NC(=S)N1CCOCC1)C(Cl)(Cl)Cl)c1cccc2ccccc12 (stereo not given) is listed with 1 | -2.1 | 9 | -0.2 | 94 | -1 | -3 | 4 | -10 | -1
COc1ccccc1C(=O)N(Cc1nc(-c2ccc(Cl)cc2)no1)C(C)C is listed with -7 | -0.7 | -3 | -0.2 | 98 | -3 | -4 | -3 | -18 | x
CCO[C@H]1OC(C(=O)NCc2nc3ccccc3[nH]2)=C[C@@H](C2CCCCC2)[C@@H]1CCCO is listed with -6 | 0.1 | -4 | 0.4 | 97 | 0 | -10 | 1 | 4 | 0

The list continues:
SMILES	HTR2A ag	hiPSC survival	Vif imaging	aDG glyco act	ABCB6 inh MLPCN	Exocytosis inh	CaV13 FRET inh	N-glyco inh	Cardio protect	PDI inh
CCCCNS(=O)(=O)c1cccc(NC(=O)[C@@H]2O[C@H](CO)[C@H](O)[C@H](O)[C@H]2O)c1	7	-0.8	1	-0.2	101	-7	-7	0	2	4
CSC(=CC(=O)c1ccccc1)SC	-3	-0.7	3	-0.1	97	-1	-8	2	0	2
COc1ccc(Cl)cc1N1C(=O)/C(=C\c2sccc2C)N=C1SCC(=O)NC1CC1	-4	0.6	-16	0.5	98	6	-7	-2	4	1
CCOc1ccc(-c2nnc(Nc3ccc(OC)c(C(=O)N4CCCCC4)c3)c3ccccc23)cc1	-4	-2.8	0	0.1	102	3	-9	-5	4	3
CCCc1cc(=O)oc2c(C)c(OC(C)C(=O)NCCN3CCOCC3)ccc12 (stereo not given)	-5	0.1	-8	0.0	97	-1	-7	1	2	-1
CCC(=O)Nn1c(C2CCC2)nc2ccccc2c1=O	8	0.2	2	-0.1	97	3	-1	1	2	0
CCN(CC)C(=O)Cn1nnc(-c2ccc(C)o2)n1	6	-0.3	1	0.1	100	-7	-4	3	8	1
COC(=O)c1sc(NC(=O)c2cc3c(s2)CCCC3)nc1C	-17	-1.6	1	-0.2	122	4	-4	-9	2	0
COc1nc(NCCC2=CCCCC2)nc(OC)n1	-5	5.1	-7	0.0	98	-3	-5	-1	1	0
CCSc1nnc(NC(=O)C2CC2c2ccccc2)s1 (stereo not given)	-3	-2.2	-1	0.1	98	-3	-5	0	-3	4
COC(=O)c1sccc1NC(=O)Nc1ccc(F)cc1	-1	0.3	0	-0.2	99	-2	-8	0	-6	-2
COc1ccc(OC)c(/C=C2\Oc3cc(OCC(=O)N4CCC(C(=O)O)CC4)ccc3C2=O)c1	1	-2.8	11	0.0	109	1	x	-1	8	x
O=c1[nH]c2ccc(Br)cc2c(-c2ccccc2)c1N1CCOCC1	-1	1.1	12	-0.2	96	1	-5	3	-2	-7
O=C1O[C@H]([C@@H](O)CO)C(O)=C1O	4	1.4	20	0.4	105	4	-5	5	-12	0
COc1ccc2c(c1)C(=O)CC(O)(C(F)F)O2 (stereo not given)	11	-0.5	-11	-0.1	100	-2	-13	1	-2	-1
CCCNC(=O)Cn1cnc2sc(C(=O)NCCN(CC)CC)c(C)c2c1=O	1	-0.8	2	-0.3	104	-1	-1	0	12	-5
C=C(C)CCOC(=O)C(CC(=O)O)NCc1ccco1 (stereo not given)	2	2.0	-1	-0.1	100	2	-1	1	-2	-3
Cc1nnc(C)n1/N=C/c1cccn1C	1	0.3	0	0.1	101	0	-2	0	3	-4
O=C(CNC(=O)c1cc(S(=O)(=O)N2CCOCC2)ccc1N1CCCC1)Nc1ccc(F)c(F)c1	-3	2.4	7	-0.5	94	-1	-6	1	-3	-11
CCOc1nc2c(c(-c3cccs3)c1C#N)Cc1ccccc1-2	1	0.4	4	-0.1	98	0	-5	-4	-13	-5
Cc1cc(-c2ccccc2)c2nncn2n1	4	1.5	3	0.0	85	2	-4	2	1	-2
Cc1cccc(C)c1Nc1n[nH]c(=S)s1	0	0.0	-3	-0.2	98	8	-16	1	-4	10
CC(=O)N(C)C1=C(O)c2ccccc2C(=O)C1=O	2	-3.7	2	-0.3	93	-7	-5	0	-3	2
O=C(NC1CC2CCCC(C1)N2C(=O)NC1CCCCC1)c1ccccc1 (stereo not given)	-3	-1.3	0	0.1	98	2	-5	0	2	-1
COc1cc(/C=N/Nc2ccc(Cl)c(C(=O)O)c2)ccc1OC(=O)c1ccccc1F	2	-0.4	20	-0.1	97	7	-3	-2	3	-14
COc1ccc(CCNC(=O)C(=O)NCC2OCCN2S(=O)(=O)c2cc(F)ccc2F)cc1OC (stereo not given)	-2	1.8	-3	-0.3	87	2	-5	1	12	x
Cc1ccc2c(c1)c1nc3ccccc3nc1n2CCN1CCOCC1	6	-2.9	-7	-0.3	102	-4	-4	7	13	-5
COCCn1c(=NC(=O)/C=C/c2ccccc2)sc2cc(NC(C)=O)ccc21	4	-1.6	0	0.7	89	-1	-25	-2	16	-15
Cc1ccc(-c2csc(N3CCC[C@@H]3C(=O)NCCn3c(C(F)(F)F)nc4ccccc43)n2)cc1	-5	-2.2	-5	0.3	97	-1	-5	-2	-2	2
Cc1cccc(-c2noc(-c3ccccc3C(=O)NCC3CCCO3)n2)c1 (stereo not given)	1	-1.7	-6	0.0	98	-1	-4	0	-2	8
CC(c1ccccc1)N1CCN(C(=O)CCl)CC1 (stereo not given)	0	-1.7	1	0.4	102	2	1	-4	-9	3
CC(=O)Nc1ccc(S(=O)(=O)N(C)CC(=O)OCC(=O)N(CC(C)C)C2CCS(=O)(=O)C2)cc1 (stereo not given)	-3	0.8	-3	-0.1	97	2	-6	3	0	-11
CC(=O)OCC1=C(C(=O)O)N2C(=O)C(NC(=O)c3ccc(COc4ccc(Cl)cc4)o3)C2SC1 (stereo not given)	0	0.2	-5	0.2	95	2	-5	1	5	14
COC(=O)CNC(c1ccccc1)c1cc(C)ccc1NC(=O)CNC(=O)OCc1ccccc1 (stereo not given)	-3	0.9	u	0.2	94	4	-7	-2	6	0
O=C1c2ccccc2C(=O)N1CCCCCc1nc(-c2ccccc2)no1	0	-3.2	8	-0.2	104	-3	x	2	-13	-2
